HKDC1 inh: HKDC1 (human) hexokinase inhibition | actives 0.16% (n = 340,000) | inhibition, % at 20 µM | Q2TB90 | recombinant HKDC1, G6PDH/diaphorase resazurin coupled fluorescence | AID 493160;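 active means inhibition above about 35% when tested at 20 µM, limit read from the data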;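 further: plate controls were DMSO wells with enzyme for no effect and DMSO wells lacking enzyme for full effect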
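test system = in-house recombinant HK5 (HKDC1) enzyme | amount = HKDC1 at 5 µg/mL | control set = DMSO-enzyme wells negative, buffer-substituted wells positive | compound = one dose of 20 µM, 1% DMSO | schedule = reaction time 90 min, room temperature, protected from light | technique = resorufin fluorescence at 613 nm | reagent = glucose with 1 mM ATP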
Gli-Sufu antag: antagonists of Gli-Sufu signaling | Sufu-KO-LIGHT fibroblasts, Gli luciferase reporter luminescence | inhibition, % at 5 µM | actives 0.74% (n = 340,000) | AID 588413;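 active means inhibition above about 55%, limit read from the data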;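 further: 0% = DMSO-treated cells and 100% = wells with medium but no cells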
Jurkat NFkB inh: lowers PMA/ionomycin-induced NF-kB signal in Jurkat cells; PMA/ionomycin-induced NF-kB luciferase reporter, luminescence; inhibition, % at 4 µM; actives 0.53% (n = 330,000); AID 435003
UBC13 inh: blocks human UBC13 polyubiquitin chain formation; P61088; inhibition, % at 20 µM; AID 485273; TR-FRET; actives 0.47% (n = 330,000); in the data active means inhibition above about 45%, passing the limit was not always enough; inconclusive means no clear call, values can overlap the other calls
Target sequence (P61088 whole entry, looked up): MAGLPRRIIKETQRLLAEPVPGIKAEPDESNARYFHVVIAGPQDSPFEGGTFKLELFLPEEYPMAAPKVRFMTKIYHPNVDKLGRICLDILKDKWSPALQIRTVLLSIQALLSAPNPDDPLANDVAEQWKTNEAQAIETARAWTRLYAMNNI
SENP8 block: inhibitors of human SENP8 protease. Q96LD8. purified SENP8, Z-RLRGG-aminoluciferin cleavage, luminescence. inhibition, % at 10 µM. actives 1.2% (n = 330,000)
Target sequence (Q96LD8 whole entry, looked up): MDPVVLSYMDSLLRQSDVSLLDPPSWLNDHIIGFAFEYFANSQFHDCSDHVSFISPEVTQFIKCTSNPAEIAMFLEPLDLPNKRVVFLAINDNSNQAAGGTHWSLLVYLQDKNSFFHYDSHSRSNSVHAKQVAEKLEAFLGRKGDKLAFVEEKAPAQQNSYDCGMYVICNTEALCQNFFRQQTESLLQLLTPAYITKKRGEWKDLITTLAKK
Apaf1 inhib: human Apaf-1 inhibition; inhibition, % at 20 µM; AID 489030; O14727; reconstituted apoptosome caspase-3 activity, DEVD-Rh110 fluorescence; actives 0.71% (n = 330,000); active means inhibition of at least 40% at 20 µM;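 further: plate controls were DMSO wells for no effect and DEVD-CHO caspase inhibitor wells for full effect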
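Assay system: Apoptosome proteins | Medium: pH 7.5 Hepes buffer with CHAPS, BSA, DTT | Also added: Cytochrome c and DEVD-Rh110 substrate | Times: 30 min plus 50 min, RT | Detection: Rhodamine 110 fluorescence at Ex 480/Em 540 nm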
697 NFkB inh: inhibitors of the PMA/ionomycin-induced NF-kB reporter in 697 B cells | 697 B-cell NF-kB luciferase reporter, 16 h | inhibition, % at 4 µM | actives 0.33% (n = 330,000) | AID 435022; in the data active means inhibition above about 35%
SENP7 inh: blocks the human protease SENP7. Q9BQF6. recombinant SENP7, Z-RLRGG-aminoluciferin luminescence, 40 min. inhibition, % at 5 µM. actives 1.5% (n = 330,000). AID 434973;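 active means inhibition above about 50% at the single test dose, limit read from the data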;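 further: plate controls were DMSO with enzyme for no effect and no enzyme buffer wells for full effect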
Target sequence (Q9BQF6 706-1050 limits assumed): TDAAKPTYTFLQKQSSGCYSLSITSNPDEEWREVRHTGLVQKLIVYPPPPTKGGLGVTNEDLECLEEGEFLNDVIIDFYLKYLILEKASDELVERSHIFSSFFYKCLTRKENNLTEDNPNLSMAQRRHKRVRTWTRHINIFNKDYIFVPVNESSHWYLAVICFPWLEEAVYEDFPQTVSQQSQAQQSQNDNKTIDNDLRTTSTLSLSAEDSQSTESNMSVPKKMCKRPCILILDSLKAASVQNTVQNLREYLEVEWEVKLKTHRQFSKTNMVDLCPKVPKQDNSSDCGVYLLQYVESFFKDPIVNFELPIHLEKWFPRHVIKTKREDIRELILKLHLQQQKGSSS
Active calls of the source: *. Unless noted, no stated cut-off is given here; in the data, active means inhibition above about 50%; inactive means the rest.

For COc1ccc([C@H]2CC(=O)C=C(/C=C/c3ccccc3)C2)cc1 the results were HKDC1 inh 2.8, Gli-Sufu antag -61.9, Jurkat NFkB inh -23.0, UBC13 inh -3.6, SENP8 block -4.0, Apaf1 inhib 18.5, 697 NFkB inh -10.8 and SENP7 inh 7.3.
`O=C(CCS(=O)(=O)Cc1ccccc1)N1CCc2ccccc2C1` gave HKDC1 inh -9.2, Gli-Sufu antag 4.9, Jurkat NFkB inh -13.9, UBC13 inh -0.2, SENP8 block -2.1, Apaf1 inhib -0.1, 697 NFkB inh -9.8 and SENP7 inh 4.6.
Screening Cn1c2ccccc2c2n[nH]c(=O)nc21 returned HKDC1 inh -13.3, Gli-Sufu antag -1.4, Jurkat NFkB inh -5.8, UBC13 inh -16.4, SENP8 block 3.8, Apaf1 inhib 7.8, 697 NFkB inh -8.2 and SENP7 inh 2.3.
Cc1c(NS(=O)(=O)c2cc(C(=O)NCc3cccnc3)ccc2Cl)c(=O)n(-c2ccccc2)n1C was read as HKDC1 inh -6.2, Gli-Sufu antag -8.7, Jurkat NFkB inh 5.4, UBC13 inh -9.3, SENP8 block 9.0, Apaf1 inhib -6.5, 697 NFkB inh -4.4 and SENP7 inh 0.1.
For N=c1c2c(n(Cc3ccc(Br)cc3)c3c1CCC3)CCCC2 the results were HKDC1 inh -6.8, Gli-Sufu antag 88.2*, Jurkat NFkB inh 53.4*, UBC13 inh 1.5, SENP8 block 7.5, Apaf1 inhib 3.2, 697 NFkB inh 52.0* and SENP7 inh -3.0.
`C=CCN1C(=O)/C(=C\c2cccs2)C(C(=O)OC)=C1C` gave HKDC1 inh -1.9, Gli-Sufu antag 1.4, Jurkat NFkB inh -15.9, UBC13 inh -5.6, SENP8 block -0.3, Apaf1 inhib 6.6, 697 NFkB inh -7.9 and SENP7 inh 5.3.
Screening NCCSSCCN returned HKDC1 inh -12.1, Gli-Sufu antag 9.3, Jurkat NFkB inh 0.0, UBC13 inh 6.3, SENP8 block 12.7, Apaf1 inhib -11.8, 697 NFkB inh -15.4 and SENP7 inh -2.8.
COc1cc2ccccc2cc1C(=O)NNC(=O)c1ccccc1O was read as Jurkat NFkB inh 3.4, UBC13 inh -1.9, SENP8 block -14.8, Apaf1 inhib -12.3, 697 NFkB inh -22.7 and SENP7 inh 9.8.
COc1cccc(/C=N/Nc2c(Cl)cncc2Cl)c1O was read as HKDC1 inh 7.0, Gli-Sufu antag 11.1, Jurkat NFkB inh -75.1, UBC13 inh 4.5, SENP8 block 66.4*, Apaf1 inhib 9.1, 697 NFkB inh -22.0 and SENP7 inh 61.8*.
Screening Cc1ccc(N2C(=O)C3C4C=CC(CC4)C3C2=O)cc1Cl (stereo not given) returned HKDC1 inh -4.1, Gli-Sufu antag 6.7, Jurkat NFkB inh -26.5, UBC13 inh -8.0, SENP8 block 7.2, Apaf1 inhib 12.1, 697 NFkB inh -18.6 and SENP7 inh 3.7.
Screening COc1ccc(-c2nn(CCC(=O)O)cc2/C=C2\SC(N)=NC2=O)cc1OC returned HKDC1 inh -3.0, Gli-Sufu antag -9.7, Jurkat NFkB inh 5.9, UBC13 inh -8.2, SENP8 block -9.1, Apaf1 inhib 2.9, 697 NFkB inh -15.7 and SENP7 inh -7.4.
Screening COc1ccc2c(c1OC)C(=O)N1c3ccccc3COC21 (stereo not given) returned HKDC1 inh -0.6, Gli-Sufu antag 7.3, Jurkat NFkB inh -110.2, UBC13 inh 6.6, SENP8 block -1.6, Apaf1 inhib 5.7, 697 NFkB inh -91.3 and SENP7 inh 7.7.
For COc1cc(C2C3=C(Nc4ncnn42)c2ccccc2CC3)cc(OC)c1OC (stereo not given) the results were HKDC1 inh 20.9, Gli-Sufu antag 35.6, Jurkat NFkB inh 75.4*, UBC13 inh -4.8, SENP8 block 3.4, Apaf1 inhib 16.0, 697 NFkB inh 3.9 and SENP7 inh 3.8.
C(=N\NCc1ccccc1)/c1ccc2ncccc2c1 was read as HKDC1 inh 0.5, Gli-Sufu antag 13.0, Jurkat NFkB inh -101.1, UBC13 inh inconclusive, SENP8 block 6.3, Apaf1 inhib -10.0, 697 NFkB inh -129.6 and SENP7 inh 10.5.
For Cc1ccc2c(=O)n3c(nc2c1)C(Cc1ccccc1)NC(=O)c1cc(Cl)ccc1-3 (stereo not given) the results were Jurkat NFkB inh -2.0, UBC13 inh 8.4, SENP8 block 4.6, Apaf1 inhib 8.2, 697 NFkB inh 8.6 and SENP7 inh 10.1.
For CCCCOc1ccc(NC(=O)CN2CCN(Cc3ccccc3)CC2)cc1 the results were HKDC1 inh -2.1, Jurkat NFkB inh 11.7, UBC13 inh 8.5, SENP8 block 2.0, Apaf1 inhib 12.5, 697 NFkB inh 15.3 and SENP7 inh 4.8.
Screening Cc1c(Br)c([N+](=O)[O-])nn1CC(=O)N1CCc2ccccc21 returned HKDC1 inh -2.4, Gli-Sufu antag -27.7, Jurkat NFkB inh 10.5, UBC13 inh 8.9, SENP8 block -2.5, Apaf1 inhib -14.3, 697 NFkB inh 6.1 and SENP7 inh -3.3.
For CCOC(=O)C1CCN(C(=O)c2cc3c(s2)-c2ccccc2OC3)CC1 the results were HKDC1 inh -3.6, Gli-Sufu antag -27.6, Jurkat NFkB inh -21.5, UBC13 inh 24.6, SENP8 block 38.6, Apaf1 inhib 11.2, 697 NFkB inh -84.8 and SENP7 inh 11.8.
`CC(=O)C(Cc1ccccc1)NC(=O)CCl` (stereo not given) gave HKDC1 inh -5.2, Gli-Sufu antag -1.1, Jurkat NFkB inh 9.2, UBC13 inh -1.9, SENP8 block -9.3, Apaf1 inhib 0.9, 697 NFkB inh 18.9 and SENP7 inh 2.0.
Cn1cc(/C=N/Nc2ccccc2)c2ccccc21 was read as HKDC1 inh 1.1, Gli-Sufu antag -16.8, Jurkat NFkB inh 9.1, UBC13 inh 3.6, SENP8 block -7.6, Apaf1 inhib 3.8, 697 NFkB inh -0.1 and SENP7 inh -1.2.

4 records drawn at random from the list so far, as already listed:
Screening COc1ccc2c(c1OC)C(=O)N1c3ccccc3COC21 (stereo not given) returned HKDC1 inh -0.6, Gli-Sufu antag 7.3, Jurkat NFkB inh -110.2, UBC13 inh 6.6, SENP8 block -1.6, Apaf1 inhib 5.7, 697 NFkB inh -91.3 and SENP7 inh 7.7.
`CC(=O)C(Cc1ccccc1)NC(=O)CCl` (stereo not given) gave HKDC1 inh -5.2, Gli-Sufu antag -1.1, Jurkat NFkB inh 9.2, UBC13 inh -1.9, SENP8 block -9.3, Apaf1 inhib 0.9, 697 NFkB inh 18.9 and SENP7 inh 2.0.
For Cc1ccc2c(=O)n3c(nc2c1)C(Cc1ccccc1)NC(=O)c1cc(Cl)ccc1-3 (stereo not given) the results were Jurkat NFkB inh -2.0, UBC13 inh 8.4, SENP8 block 4.6, Apaf1 inhib 8.2, 697 NFkB inh 8.6 and SENP7 inh 10.1.
For COc1cc(C2C3=C(Nc4ncnn42)c2ccccc2CC3)cc(OC)c1OC (stereo not given) the results were HKDC1 inh 20.9, Gli-Sufu antag 35.6, Jurkat NFkB inh 75.4*, UBC13 inh -4.8, SENP8 block 3.4, Apaf1 inhib 16.0, 697 NFkB inh 3.9 and SENP7 inh 3.8.

The list goes on:
Fc1cccc(CNCC2CCCO2)c1 (stereo not given) was read as HKDC1 inh -6.3, Gli-Sufu antag 20.5, Jurkat NFkB inh -5.2, UBC13 inh -9.1, SENP8 block -5.7, Apaf1 inhib -4.2, 697 NFkB inh -11.4 and SENP7 inh -8.9.
Screening Cc1oc2c(C)c3oc(=O)c(CCC(=O)NCCCCCC(=O)O)c(C)c3cc2c1C returned HKDC1 inh 7.4, Gli-Sufu antag 3.7, Jurkat NFkB inh -20.5, UBC13 inh 1.7, SENP8 block 0.7, Apaf1 inhib 6.9, 697 NFkB inh 9.8 and SENP7 inh -5.8.
`COc1ccc(/C=C2/N=C3CCCCCN3C2=O)cc1` gave HKDC1 inh 1.9, Gli-Sufu antag 32.7, Jurkat NFkB inh 2.2, UBC13 inh -8.3, SENP8 block -17.2, Apaf1 inhib 6.5, 697 NFkB inh -9.6 and SENP7 inh -8.0.
`O=C(N/N=C/C(Cl)=C/c1ccccc1)c1ccncc1` gave HKDC1 inh -1.9, Gli-Sufu antag -1.1, Jurkat NFkB inh 7.0, UBC13 inh -3.4, SENP8 block -1.7, Apaf1 inhib -5.4, 697 NFkB inh -1.8 and SENP7 inh -0.8.
Screening O=C(CSc1nccc(-c2cccs2)n1)Nc1ccc(F)c(Cl)c1 returned HKDC1 inh 0.8, Gli-Sufu antag 4.5, Jurkat NFkB inh -14.9, UBC13 inh -0.9, SENP8 block 0.7, Apaf1 inhib 9.1, 697 NFkB inh 4.5 and SENP7 inh 12.0.
For CCn1cc(C2=NCC(C)O2)c2ccccc21 (stereo not given) the results were HKDC1 inh -5.1, Gli-Sufu antag 0.4, Jurkat NFkB inh 9.9, UBC13 inh 11.2, SENP8 block 0.6, Apaf1 inhib -10.3, 697 NFkB inh 16.4 and SENP7 inh -1.6.
COc1ccccc1CNC(=O)CCN1C(=O)COc2ccc(C)cc21 was read as HKDC1 inh -1.0, Gli-Sufu antag 6.8, Jurkat NFkB inh 5.3, UBC13 inh 2.3, SENP8 block -7.1, Apaf1 inhib -9.2, 697 NFkB inh 20.8 and SENP7 inh -1.3.
Screening CCC(C)(C)C1CCc2[nH]nc(C(=O)NCCN3CCOCC3)c2C1 (stereo not given) returned HKDC1 inh -4.8, Gli-Sufu antag -0.7, Jurkat NFkB inh -13.4, UBC13 inh -1.1, SENP8 block -5.5, Apaf1 inhib 8.3, 697 NFkB inh -37.2 and SENP7 inh -5.0.
`CCOc1ccc(NC(=O)CC2C(=O)Nc3ccccc3N2C(=O)c2ccccc2)cc1` (stereo not given) gave HKDC1 inh -8.2, Gli-Sufu antag 1.6, Jurkat NFkB inh 1.6, UBC13 inh 15.2, SENP8 block 3.4, Apaf1 inhib -0.3, 697 NFkB inh 3.6 and SENP7 inh 0.8.
`CCOC(=O)c1sc(=S)n(C)c1N` gave HKDC1 inh 1.2, Gli-Sufu antag -3.2, Jurkat NFkB inh -25.4, UBC13 inh -5.0, SENP8 block -2.5, Apaf1 inhib 7.5, 697 NFkB inh 6.2 and SENP7 inh 4.8.
Screening Cc1cc(C)c2oc(C(=O)NC3CCS(=O)(=O)C3)cc(=O)c2c1 (stereo not given) returned HKDC1 inh 3.6, Gli-Sufu antag 5.0, Jurkat NFkB inh -1.6, UBC13 inh 5.2, SENP8 block -0.3, Apaf1 inhib -8.3, 697 NFkB inh 19.8 and SENP7 inh -3.1.
Screening O=C(CSc1cccc2cccnc12)Nc1cc(C(=O)O)cc(C(=O)O)c1 returned HKDC1 inh 5.8, Gli-Sufu antag 13.0, Jurkat NFkB inh 0.0, UBC13 inh -2.3, SENP8 block -2.5, Apaf1 inhib -8.5, 697 NFkB inh -10.0 and SENP7 inh 15.2.
COc1ccc(NC(=O)NC2(C(=O)N3CCCCC3)CCCCC2)cc1 was read as HKDC1 inh -5.5, Gli-Sufu antag 1.1, Jurkat NFkB inh 0.6, UBC13 inh 0.1, SENP8 block -1.0, Apaf1 inhib -2.5, 697 NFkB inh 10.9 and SENP7 inh -0.7.
CCCCN(C)CCCNC(=O)CN1C(=O)CSc2ccc(S(=O)(=O)N3CCOCC3)cc21 was read as HKDC1 inh -5.5, Gli-Sufu antag -7.8, Jurkat NFkB inh -1.4, UBC13 inh -5.5, SENP8 block -4.5, Apaf1 inhib 1.7, 697 NFkB inh -1.5 and SENP7 inh 2.8.
`CC(C)CCNC(=S)Nc1ccc([N+](=O)[O-])cc1` gave HKDC1 inh 1.6, Gli-Sufu antag 16.1, Jurkat NFkB inh -2.4, UBC13 inh 13.5, SENP8 block -0.3, Apaf1 inhib -15.2, 697 NFkB inh -20.1 and SENP7 inh 2.4.

Screening results: PubChem, Sanford-Burnham Center for Chemical Genomics
